# E-sel inducer: E-selectin induction on HUVECs | P16581 | HUVEC E-selectin immunofluorescence imaging; normalized: neutral wells 0, TNF-alpha wells 100 | activation, % at 7.58 µM | 0.37% of 260,000 active;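 active = mean E-selectin-positive cell signal at least 10% of the positive control, reached in at least 60% of replicates, without over 20% cell loss; inconclusive = no rule given, readout overlaps actives, possibly toxicity-flagged; inactive = the rest, including those meeting only one limit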;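 also: in these data hits start at about 27%; measured in HUVEC primary endothelial cells; signal is the percent of cells scored E-selectin positive by PE staining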
#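 Test system: HUVEC; input: 3,000 HUVEC/well; measured by: immunofluorescence imaging; read-out: % PE-positive cells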
# RAD52 inh: blocks human RAD52 DNA annealing; P43351; recombinant RAD52 DNA annealing, FRET fluorescence; inhibition, % at 18.7 µM; 0.46% of 360,000 active; AID 651710;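 active = every replicate showing at least 50% inhibition; inconclusive = mean inhibition at least 50% but not in every replicate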
# Target sequence (P43351 whole entry, looked up): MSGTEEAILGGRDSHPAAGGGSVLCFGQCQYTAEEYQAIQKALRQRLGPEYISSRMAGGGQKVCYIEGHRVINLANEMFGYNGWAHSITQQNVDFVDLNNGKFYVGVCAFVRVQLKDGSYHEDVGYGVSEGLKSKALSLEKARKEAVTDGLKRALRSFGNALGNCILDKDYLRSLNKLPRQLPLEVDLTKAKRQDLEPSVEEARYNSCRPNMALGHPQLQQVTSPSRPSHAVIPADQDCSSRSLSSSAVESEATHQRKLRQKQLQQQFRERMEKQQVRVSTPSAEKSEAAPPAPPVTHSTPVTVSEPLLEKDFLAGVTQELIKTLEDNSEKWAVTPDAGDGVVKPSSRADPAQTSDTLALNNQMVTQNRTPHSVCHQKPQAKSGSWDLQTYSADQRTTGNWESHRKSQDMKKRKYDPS
# DENV2 CPE rescue: protects cells from dengue virus 2 cytopathic effect. DENV2-infected cells, cytopathic effect rescue, plate reader. CPE inhibition, % at 9.99 µM. 1.7% of 350,000 active. AID 651640; in the data active = CPE inhibition above about 20%, passing the limit was not always enough; inconclusive = no clear call, values can overlap the other calls; tested in BHK-21 cells;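 also: 0% = median of neutral control wells and 100% = median of positive control wells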
# INS-1E GSIS act: GLuc luminescence reporter in INS-1E cells, primary screen for activators of glucose-dependent secretion of insulin | INS-1E GLuc reporter insulin secretion, 2-3 h | activation, % at 16.6 µM | 0.61% of 370,000 active | AID 743287;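 active = lowest replicate activation of at least 40%, so every replicate reaches that level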;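 also: 0% = median of neutral control wells and 100% = median of IBMX positive control wells; some compounds called inactive have numbers as strong as hits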
# CASP6 VEID inh: inhibitors of human caspase-6. AID 686996. 0.53% of 350,000 active. purified caspase-6, Z-VEID-R110 cleavage fluorescence. inhibition, % at 12.5 µM. P55212;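 active = mean inhibition across replicates at least about 35%, with every replicate also reaching that limit, limit read from the data; inconclusive = only one of the two criteria met; inactive = neither criterion met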;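 also: 0% = median of neutral control wells and 100% = no fluorescence left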
# Target sequence (P55212 24-179 limits assumed): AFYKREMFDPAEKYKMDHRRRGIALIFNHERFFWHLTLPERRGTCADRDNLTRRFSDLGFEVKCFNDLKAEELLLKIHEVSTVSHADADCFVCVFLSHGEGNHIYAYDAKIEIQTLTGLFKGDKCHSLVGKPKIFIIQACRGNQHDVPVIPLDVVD
# Target sequence (P55212 194-293 limits assumed): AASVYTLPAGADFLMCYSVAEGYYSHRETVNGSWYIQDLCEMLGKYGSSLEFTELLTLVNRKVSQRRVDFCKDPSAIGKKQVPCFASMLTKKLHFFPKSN
# RAD54 inh: blocks human RAD54 Holliday junction branch migration. Q92698. FAM/BHQ fluorescence. inhibition, % at 10.4 µM. 0.14% of 360,000 active;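 active = mean normalized replicate activity at least 40 and at least half of replicates scoring 40 or more; inconclusive = only one of the two criteria met; inactive = mean below 40 and under half of replicates reaching 40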;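 also: 0% = median of neutral control wells and 100% = median of positive control wells; inhibitors cause a drop in the FAM fluorescence signal; in these data hits start at about 50%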
# CFTR F508del cor: correctors of CFTR F508del function in bronchial epithelial cells. CFBE cells, YFP halide quenching; stimulated with forskolin plus potentiator P3; % fluorescence drop versus neutral controls. activity (quench increase), % at 7.58 µM. 0.36% of 350,000 active. AID 720511;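 active = mean added fluorescence quench of at least 8% versus neutral control, with both replicates also reaching 8%; inconclusive = only one of the mean or replicate conditions met; inactive = mean below 8% and not both replicates reaching 8%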;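 also: cells transiently co-express mutant CFTR-F508del with the halide-sensitive YFP; corrector assay measuring rescue of mutant channel to the surface after 24 h compound exposure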
# Xi reactivation: reactivates the inactive X chromosome in mouse fibroblasts; XiGFP mouse fibroblasts, % GFP-positive cells imaging, 3 d; cells co-treated with 5-aza-dC sensitizer; scaled so ellipticine positive control = 100%; activation, % at 7.58 µM; 0.055% of 360,000 active; AID 743238;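 active = mean normalized replicate activation at least 10% and every replicate at or above 10%; inconclusive = only one of the two criteria met; inactive = mean below 10% and not all replicates reach 10%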;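 also: 0% = median of on-plate neutral control wells and 100% = ellipticine 6 µM median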
#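 System: 68-5-11 XiGFP fibroblast line; Timing: 3 days compound exposure; Compound dosing: one concentration, pinned; Benchmarks: positive control ellipticine, 6 µM final; Buffer or medium: DMEM containing 5-aza-dC.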
# Starred values were filed as active, the others as inactive; ? = inconclusive; . = not tested or not shown; & = joins results of further samples; ! = not confirmed by another sample.
compound	Xi reactivation	DENV2 CPE rescue	RAD54 inh	CFTR F508del cor	E-sel inducer	INS-1E GSIS act	RAD52 inh	CASP6 VEID inh
Oc1ccc(/C=C/c2cc(O)cc(O)c2)cc1	-0.3	?	10	-2.1	0.1	-7	9	6
C[C@]12CCC(=O)C=C1CC[C@@H]1[C@@H]2CC[C@@]2(C)[C@H]1CC[C@]2(O)C(=O)CO	-0.1	-8	5	-6.5	1.6	.	-2	5
Cc1ccc(CN2CCN(Cc3cccc4nccnc34)CC2CCO)cc1 (stereo not drawn)	-0.1	-4	8	0.7	0.8	.	-10	-1
CC[N+](C)(CC)CCOC(=O)C(O)(c1ccccc1)C1CCCCC1 (stereo not drawn)	-0.1	?	-2	-4.7	1.4	.	-11	-4
CCC(C)n1ncn(-c2ccc(N3CCN(c4ccc(OCC5COC(Cn6cncn6)(c6ccc(Cl)cc6Cl)O5)cc4)CC3)cc2)c1=O (stereo not drawn)	0.1	?	3&4	5.0	0.3	5	11	7
CC[n+]1c(C)sc2cc(OC)ccc21	0.0	-3	.	-2.5	.	4	5	0
CCCn1cnc2c1c(=O)n(CCCCC(C)=O)c(=O)n2C	0.5	-6	-3	3.0	-0.1	4	5	-7
COc1ccccc1N1CCN(CCCNc2cc(=O)n(C)c(=O)n2C)CC1	-0.1	-1	1	5.0	-0.3	.	-11	0
c1ccc(CN(CC2=NCCN2)c2ccccc2)cc1	-0.1&0.1	14&-5	2&12	-1.5&-3.2	-0.1&0.8	.	4&1	4&1
CC(COc1ccccc1)NC(C)C(O)c1ccc(O)cc1 (stereo not drawn)	-0.1	1	9	-4.1	0.9	.	-12	-8
O=C(c1ccc(F)cc1)C1CCN(CCn2c(=O)[nH]c3ccccc3c2=O)CC1	0.7&-0.3	4&13	-3&14	-20&-17	-0.1&-0.2	.	-7&-9	5&7
Cn1c(=O)c2c(ncn2CC2OCCO2)n(C)c1=O	0.1	-1	-14	-0.7	1.3	1	-20	3
C1CCC(C(CC2CCCCN2)C2CCCCC2)CC1 (stereo not drawn)	0.8&-0.3	12&-2	21&22	9.9*!	1.3&0.1	104*	39&39	10&10
C=C[C@H]1CN2CC[C@H]1C[C@@H]2[C@@H](O)c1ccnc2ccc(OC)cc12	0.1&-0.1&-0.3	-6&-6&-1	5&3&3	-16&-4.5&-4.3	3.7&-2.1&0.0	4	-8&-2&-3	4&-3&-1
Cc1nc2ccccn2c(=O)c1CCN1CCC(C(=O)c2ccc(F)cc2)CC1	0.0	0	10	1.9	0.9	.	-12	3
CCOc1ccccc1C(N)=O	.	-11	-14	0.2	.	9	-3	-2
NC(=O)c1cccc(-c2cc(Nc3ccc(OC(F)(F)F)cc3)ncn2)c1	0.0	.	1	0.8	-0.2	-9	0	-6
c1ccc(CC2=NCCN2)cc1	0.1	5	1	3.9	0.4	2	-3	-3
CCc1cc(=O)oc2c(CNC(Cc3ccccc3)C(=O)O)c(O)ccc12 (stereo not drawn)	0.1	-3	.	-1.1	2.8	.	-19	4
CC(=O)c1ccc2c(c1)N(CCCN(C)C)c1ccccc1S2	0.1	-1	11	-16	-0.3	3	-87	4
COc1cc2c(c(OC)c1OC)-c1c(cc3c(c1OC)OCO3)[C@@H](OC(C)=O)[C@H](C)[C@H](C)C2	0.3	-4	-3	3.1	0.9	15	-7	0
O=C(NCCc1c[nH]c2ccccc12)c1cccnc1	0.0	-5	2	-0.7	-0.1	.	-7	6
COc1ccc(C(=O)CC(=O)c2ccc(C(C)(C)C)cc2)cc1	0.4	0	5	4.1	0.5	.	-2	-6
C=CC1=C(C(=O)O)N2C(=O)[C@@H](NC(=O)/C(=N\O)c3csc(N)n3)[C@H]2SC1 (stereo in doubt)	0.1	12	-3	0.6	1.6	.	-28	87*
COc1ccc(/C=C/C(=O)Nc2ccccc2C(=O)O)cc1OC	0.7	2	-1	1.1	1.3	-2	-10	6
O=C(CCN1CCC(c2ccccc2)C1)c1ccc2c(c1)OCCO2 (stereo not drawn)	0.4	0	9	0.9	0.1	.	-2	.
CC12CCC(CC1)C(C)(C)O2	.	-22	2	3.8	.	-3	6	1
COC(=O)c1ccc(O)cc1	0.0	9	6	0.5	0.0	9	-8	-1
CC(=O)c1ccc(S(=O)(=O)NC(=O)NC2CCCCC2)cc1	0.1	1	-8	2.8	-0.4	24	-7	1
CN1CCN(C(c2ccccc2)c2ccccc2)CC1	0.0	1	14	0.4	1.3	-16	1	-6
Cc1cc(Nc2cc(N3CCN(C)CC3)nc(Sc3ccc(NC(=O)C4CC4)cc3)n2)n[nH]1	1.0	17	18	4.5	-0.3	-22	19	.
NC(=O)c1cn(Cc2c(F)cccc2F)nn1	0.0	12	1	1.6	-0.1	14	-9	5
CCCCCCO	.	-3	1	0.2	.	0	-10	-5
Cc1cc(-c2ccccc2)nnc1NCCN1CCOCC1	-0.1	-1	11	1.6	0.0	.	-6	.
CC1(C)OC2CC(=O)OCC23C1CC(=O)C1(C)C3CCC2(C)C(c3ccoc3)OC(=O)C3OC321 (stereo not drawn)	.	-5	-1	2.7	.	.	-2	6
CC(=O)Nc1ccc(C(=O)O)cc1	.	-3	10	-2.4	.	0	-1	1
OC(C#CCN1CCCC1)(c1ccccc1)c1ccccc1	0.2	0	-11	-3.0	-0.1	1	-9	-2
CC1(C)Cc2c(sc(NC(=S)NC(=O)c3ccccc3)c2C(=O)O)CO1	0.3	-1	.	-0.5	.	4	-17	5
CCOC(=O)c1ccc(N)cc1	-0.3	5	1	1.1	-0.2	-6	-6	-4
C/C=C(/C)C(=O)O[C@@H]1c2c(ccc3ccc(=O)oc23)OC(C)(C)[C@@H]1OC(=O)/C(C)=C\C	0.0	26*	13	2.0	-0.2	-25	-10	-6
CC(=O)NC(Cc1ccccc1)C(=O)O (stereo not drawn)	.	56*	-2	-0.3	.	.	-2	-1
C=C[C@@H]1CN2CCC1C[C@@H]2[C@@H](O)c1ccnc2ccc(OC)cc12 (stereo partly drawn)	-0.1&-0.1	-3&-8	4&-8	-6.5&0.4	-0.2&-0.1	26	0&-2	-1&-2
CN(C)CCOC(C)(c1ccccc1)c1ccccn1 (stereo not drawn)	-0.1	2	-1	0.4	0.4	.	-10	.
CN1CCOC(c2ccccc2)c2ccccc2C1 (stereo not drawn)	-0.1	?	-12	2.4	0.7	.	0	-4
CC(=O)OCC1=C[C@@H]2OC(=O)C3=CO[C@@H](O[C@@H]4O[C@H](CO)[C@@H](O)[C@H](O)[C@H]4O)[C@H]1[C@@H]32	0.1	-6	-8	0.2	0.0	-4	-5	2
CCCNC(C)C(=O)Nc1c(C)csc1C(=O)OC (stereo not drawn)	0.8	0	2	1.3	-0.3	.	-4	-1
O=C(CCNNC(=O)c1ccncc1)NCc1ccccc1	0.3	-5	1	1.0	0.1	.	0	0
OCCN1CCN(CCCN2c3ccccc3Sc3ccc(Cl)cc32)CC1	-0.1	-5	12	-0.6	-0.3	.	102*	-8
Cc1c(NC(=O)c2cccnc2)c(=O)n(-c2ccccc2)n1C	0.0	-2	-5	0.5	0.1	.	8	-2
CC(C(=O)O)c1ccc(C(=O)c2cccs2)cc1 (stereo not drawn)	0.0	14	-3	-2.4	-0.1	10	-20	3
CCN(CC)CCNC(=O)c1cc(Cl)c(N)cc1OC	0.0	-8	15	3.1	0.6	.	24	-8
COc1ccc(C(=O)NCc2ccc(OCCN(C)C)cc2)cc1OC	-0.1	-2	13	-1.9	0.3	6	-3	-7

# Reformatted with two lines to a compound: entries from further up
# The line under a structure holds: Xi reactivation	DENV2 CPE rescue	RAD54 inh	CFTR F508del cor	E-sel inducer	INS-1E GSIS act	RAD52 inh	CASP6 VEID inh
Cc1cc(Nc2cc(N3CCN(C)CC3)nc(Sc3ccc(NC(=O)C4CC4)cc3)n2)n[nH]1
  1.0	17	18	4.5	-0.3	-22	19	.
NC(=O)c1cn(Cc2c(F)cccc2F)nn1
  0.0	12	1	1.6	-0.1	14	-9	5
CCCCCCO
  .	-3	1	0.2	.	0	-10	-5
Cc1cc(-c2ccccc2)nnc1NCCN1CCOCC1
  -0.1	-1	11	1.6	0.0	.	-6	.
CC1(C)OC2CC(=O)OCC23C1CC(=O)C1(C)C3CCC2(C)C(c3ccoc3)OC(=O)C3OC321 (stereo not drawn)
  .	-5	-1	2.7	.	.	-2	6
CC(=O)Nc1ccc(C(=O)O)cc1
  .	-3	10	-2.4	.	0	-1	1
OC(C#CCN1CCCC1)(c1ccccc1)c1ccccc1
  0.2	0	-11	-3.0	-0.1	1	-9	-2
CC1(C)Cc2c(sc(NC(=S)NC(=O)c3ccccc3)c2C(=O)O)CO1
  0.3	-1	.	-0.5	.	4	-17	5
CCOC(=O)c1ccc(N)cc1
  -0.3	5	1	1.1	-0.2	-6	-6	-4
C/C=C(/C)C(=O)O[C@@H]1c2c(ccc3ccc(=O)oc23)OC(C)(C)[C@@H]1OC(=O)/C(C)=C\C
  0.0	26*	13	2.0	-0.2	-25	-10	-6
CC(=O)NC(Cc1ccccc1)C(=O)O (stereo not drawn)
  .	56*	-2	-0.3	.	.	-2	-1
C=C[C@@H]1CN2CCC1C[C@@H]2[C@@H](O)c1ccnc2ccc(OC)cc12 (stereo partly drawn)
  -0.1&-0.1	-3&-8	4&-8	-6.5&0.4	-0.2&-0.1	26	0&-2	-1&-2

# One compound at a time (already shown):
# CCCNC(C)C(=O)Nc1c(C)csc1C(=O)OC (stereo not drawn) as listed: Xi reactivation = 0.8; DENV2 CPE rescue = 0; RAD54 inh = 2; CFTR F508del cor = 1.3; E-sel inducer = -0.3; INS-1E GSIS act = .; RAD52 inh = -4; CASP6 VEID inh = -1
# CCN(CC)CCNC(=O)c1cc(Cl)c(N)cc1OC as listed: Xi reactivation = 0.0; DENV2 CPE rescue = -8; RAD54 inh = 15; CFTR F508del cor = 3.1; E-sel inducer = 0.6; INS-1E GSIS act = .; RAD52 inh = 24; CASP6 VEID inh = -8

# Compound activity: PubChem BioAssay, Broad Institute

# A portion of the library. The share of hits here may be higher or lower than overall.
